CHT block = inhibitors of human choline transporter CHT. AID 488975. CHT-expressing cells, membrane potential dye, choline response; stronger effect = lower value. 0.86% of 310,000 active. Q9GZV3. B-score at 10 µM;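 active = B-score over 3 SD under the library average, and starting fluorescence ratio not unusually high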;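 note: choline stimulus applied at its EC90 after an EC20 pre-addition; B-score computed on integrated fluorescence ratio after choline addition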
KCNQ2 inh = KCNQ2 potassium channel inhibitors, primary screen, cell-based, CHO-K1, FluxOR thallium flux, B-score (AID 2156) | 20 min; stronger effect = lower value | B-score at 10 µM | 1.1% of 310,000 active;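 active = fluorescence ratio B-score at most minus 3 library SDs, with starting brightness B-score within 2 library SDs, cut at about -5.5 in these data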
Target sequence (O88943 whole entry, looked up): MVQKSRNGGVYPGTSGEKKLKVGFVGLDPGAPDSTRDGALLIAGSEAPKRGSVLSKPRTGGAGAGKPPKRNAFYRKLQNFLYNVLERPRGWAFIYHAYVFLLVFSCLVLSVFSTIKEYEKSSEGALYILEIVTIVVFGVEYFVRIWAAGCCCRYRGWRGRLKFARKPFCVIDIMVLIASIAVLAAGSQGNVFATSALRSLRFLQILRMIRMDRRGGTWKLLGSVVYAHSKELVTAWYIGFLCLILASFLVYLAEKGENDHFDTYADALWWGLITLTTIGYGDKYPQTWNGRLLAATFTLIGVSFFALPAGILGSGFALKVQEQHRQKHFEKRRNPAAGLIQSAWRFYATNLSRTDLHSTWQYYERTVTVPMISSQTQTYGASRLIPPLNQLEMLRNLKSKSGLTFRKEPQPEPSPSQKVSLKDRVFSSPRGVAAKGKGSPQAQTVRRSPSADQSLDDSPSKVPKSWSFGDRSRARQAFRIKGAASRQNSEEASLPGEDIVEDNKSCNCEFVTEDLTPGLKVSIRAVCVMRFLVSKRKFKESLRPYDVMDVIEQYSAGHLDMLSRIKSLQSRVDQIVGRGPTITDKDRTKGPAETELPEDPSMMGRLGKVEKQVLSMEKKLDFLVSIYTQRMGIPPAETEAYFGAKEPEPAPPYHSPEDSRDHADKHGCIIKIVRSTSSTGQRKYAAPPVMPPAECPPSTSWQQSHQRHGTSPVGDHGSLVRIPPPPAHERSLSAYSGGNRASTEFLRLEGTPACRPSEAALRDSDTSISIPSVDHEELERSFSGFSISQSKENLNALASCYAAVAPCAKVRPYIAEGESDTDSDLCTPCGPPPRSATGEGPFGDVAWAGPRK
* hit, by the source's call; i = inactive; / = not tested or not shown.

A first look:
SMILES | CHT block | KCNQ2 inh
COc1ccc(C2CC(c3cc(Br)ccc3F)n3nnnc3N2)cc1 (configuration not stated) | i | i
CCN(CC)CCNC(=O)c1ccc2c(=O)n(C3CCCC3)c(=S)[nH]c2c1 | -15* | i
FC(F)Sc1ccc(NC(=S)N2CCN(c3ccccn3)CC2)cc1 | / | i
CN1CCC(N(C)S(=O)(=O)c2ccc(C(C)(C)C)cc2)CC1 | i | i
COc1ccc(OC)c(CNC(=O)CCC(=O)N2Cc3ccccc3Oc3ncccc32)c1 | i | i

Results, from the first entry:
SMILES | CHT block | KCNQ2 inh
COc1ccc(C2CC(c3cc(Br)ccc3F)n3nnnc3N2)cc1 (configuration not stated) | i | i
CCN(CC)CCNC(=O)c1ccc2c(=O)n(C3CCCC3)c(=S)[nH]c2c1 | -15* | i
FC(F)Sc1ccc(NC(=S)N2CCN(c3ccccn3)CC2)cc1 | / | i
CN1CCC(N(C)S(=O)(=O)c2ccc(C(C)(C)C)cc2)CC1 | i | i
COc1ccc(OC)c(CNC(=O)CCC(=O)N2Cc3ccccc3Oc3ncccc32)c1 | i | i
CCCOC(=O)CSC1=C(C#N)C(c2ccccc2OCC)C(C#N)C(=O)N1 (configuration not stated) | i | i
Cn1nnnc1SCCNCc1ccccc1OCc1ccccc1 | i | i
CC1CN(CCc2ccccc2)C(C)C/C1=N/O (configuration not stated) | i | i
Clc1ccc2nc(-c3cccc(SC4CCCCC4)c3)c(NCc3ccccc3)n2c1 | i | i
COc1ccc(F)cc1C(=O)C1CCCN(Cc2ccc3c(c2)OCCO3)C1 (configuration not stated) | i | i
O=C(Cn1c(=O)n(CCCCC(=O)NC2CCCC2)c(=O)c2ccccc21)NCCC1=CCCCC1 | -7* | i
Cc1ccccc1NC(=O)CC(=O)Nc1ccccc1C | i | i
Cc1cccc(C)c1NC(=O)/C(C#N)=C/c1cccs1 | i | i
COc1ccc(NC(=O)CN(C)C(=O)CN2C(=O)NC3(CCCC3)C2=O)cc1 | i | i
O=C(O)c1cc(-c2cccs2)nc2cc3c(cc12)OCCO3 | i | i
O=C(c1ccco1)N1CCN(S(=O)(=O)Cc2ccccc2Cl)CC1 | i | i
Cc1ccc(S(=O)(=O)N2CCN(C(=O)CSc3nc(N)cc(=O)[nH]3)CC2)c(C)c1 | i | i
Cc1ccc(C(=O)NNC(=O)c2ccc(C)cc2)cc1 | i | i
COc1cccc2[nH]c3c(=O)n(CCCN4CCOCC4)cnc3c12 | i | i
C/C(=N\NC(=O)c1nn(C)c(C)c1Br)c1ccc(NC(=O)c2ccc(C)s2)cc1 | i | i
Cc1cccc(N(C(=O)c2ccco2)C(C(=O)NC2CCCC2)c2ccco2)c1C (configuration not stated) | / | i
O=C(COC(=O)CNS(=O)(=O)c1ccc(Br)cc1Cl)Nc1ccc(N2CCOCC2)cc1 | i | i
CCOC(=O)c1ccc(NCCc2ccc(OC)c(OC)c2)c(N)c1 | i | i
Cc1nc(COc2ccc(C(=O)Nc3ccccc3N3CCOCC3)cc2)cs1 | i | i

Printed as active in CHT block, of those listed so far:
SMILES | CHT block | KCNQ2 inh
CCN(CC)CCNC(=O)c1ccc2c(=O)n(C3CCCC3)c(=S)[nH]c2c1 | -15* | i
O=C(Cn1c(=O)n(CCCCC(=O)NC2CCCC2)c(=O)c2ccccc21)NCCC1=CCCCC1 | -7* | i

Following part:
SMILES | CHT block | KCNQ2 inh
CN1CCN(C(=S)SCc2nc(N)nc(Nc3ccc(F)cc3)n2)CC1 | i | i
C=CCOc1ccccc1OCC(O)CNC(C)C (configuration not stated) | i | /
Cc1ccc(S(=O)(=O)C(C#N)c2nc3ccccc3nc2N2CCC(C)CC2)cc1 (configuration not stated) | / | i
O=C(O)c1cc(S(=O)(=O)Nc2ccccc2Cc2ccccc2)ccc1Cl | i | -8.1*
O=C(NC(=O)c1ccccc1F)OCc1ccc(Cl)cc1Cl | i | i
O=C(COc1ccc(Cl)cc1Cl)Nc1cccc(-c2ccc(N3CCOCC3)nn2)c1 | / | i
O=C(NCCN1C(=O)S/C(=C\c2ccc(F)cc2)C1=O)C1CCN(S(=O)(=O)c2cccs2)CC1 | i | i
COc1cccc(OCCCCCCN2CCOCC2)c1 | i | i
Cc1ccccc1OCc1nnc(SCC(=O)O)n1Cc1ccccc1 | i | i
COc1cccc(CC(NC(C)=O)C(=O)NC2CCN(C(=O)c3ccc(Cl)cc3)CC2)c1 (configuration not stated) | / | i
c1ccc(CNc2nc(-c3ccccn3)nc3ccccc23)cc1 | i | i
CC(=O)Nc1ccc(S(=O)(=O)N(C)CC(=O)OCC(=O)NC(C)C23CC4CC(CC(C4)C2)C3)cc1 (configuration not stated) | i | i
CN(C)C(CNC(=O)Cc1ccc([N+](=O)[O-])cc1)c1ccccc1 (configuration not stated) | i | i
CCC(N1CCOC1=O)S(=O)(=O)c1ccc(C)cc1 (configuration not stated) | i | i
O=C(Cc1ccc(F)cc1)N1CCN=C1SCc1ccc([N+](=O)[O-])cc1 | i | i
COc1ccc(Br)c(C(=O)N(C)CC(=O)Nc2ccc(N3CCOCC3)cc2)c1 | i | i
CC1CN(S(=O)(=O)c2ccc(F)cc2)C(C)N1C(=O)N1CCOCC1 (configuration not stated) | i | i
Cc1ccc(S(=O)(=O)N(C)c2ccc(C(=O)O)cc2)cc1 | i | i
COc1ccc2cc(C(c3nnnn3CCc3ccccc3)N3CCC(O)CC3)c(=O)[nH]c2c1 (configuration not stated) | i | /
COc1ccc(CNCCC(c2ccccc2)C2CCOC(C)(C)C2)cc1 (configuration not stated) | i | i
O=C(NCC1CC1)c1cc([N+](=O)[O-])cc([N+](=O)[O-])c1 | i | i
COc1cccc(NC(=O)Nc2ccc3c(c2)nc(C)n3C)c1 | i | i
O=C(OCC(=O)N1CCN(Cc2ccccc2)CC1)c1ccc(Cl)cc1 | i | i
O=C(CSc1nnc(SCc2ccccc2)s1)N/N=C/C=C\c1ccco1 | i | i

Reprinted from the part before: 5 compounds, then new ones.
SMILES | CHT block | KCNQ2 inh
COc1ccc(CNCCC(c2ccccc2)C2CCOC(C)(C)C2)cc1 (configuration not stated) | i | i
O=C(NCC1CC1)c1cc([N+](=O)[O-])cc([N+](=O)[O-])c1 | i | i
COc1cccc(NC(=O)Nc2ccc3c(c2)nc(C)n3C)c1 | i | i
O=C(OCC(=O)N1CCN(Cc2ccccc2)CC1)c1ccc(Cl)cc1 | i | i
O=C(CSc1nnc(SCc2ccccc2)s1)N/N=C/C=C\c1ccco1 | i | i
Cc1ccc(NC(=O)COC(=O)CNC(=O)c2cccc([N+](=O)[O-])c2)cc1S(=O)(=O)N1CCCCCC1 | i | i
O=C(O)c1ccc(CSc2nnc(-c3ccco3)n2-c2ccccc2)cc1 | i | i
Cc1cc(CN(C)C(=O)c2ccc3nc(Cc4ccccc4F)oc3c2)n[nH]1 | i | i
COC(=O)c1ccc(C(=O)OC)c(N)c1 | i | -5.7*
COc1ccc(CCNC(=O)c2cc([N+](=O)[O-])cc([N+](=O)[O-])c2)cc1OC | i | i
COc1ccc(OC)c(CCNC(=O)C2CCN(c3nnc(-n4cccc4)s3)CC2)c1 | i | i
Cc1ccc(-n2nc3ccc(NC(=O)/C=C/c4ccco4)cc3n2)cc1C | i | i
COC(=O)C1C(=O)CC(C)(O)C(C(=O)OC)C1c1ccc2c(c1)OCO2 (configuration not stated) | i | i
COC(=O)c1ccc(OC)c(NS(=O)(=O)c2ccc(-n3cnnn3)cc2)c1 | i | i
CCc1cccc(C)c1NC(=O)Nc1ccc2c(c1)OCO2 | i | i
CC(C)(O)C#Cc1ccc(C(=O)N2CCN(c3ccc(Cl)cc3)CC2)cc1 | i | i
Cc1nc[nH]c(=O)c1Br | i | i
Cc1ccc(OC(=O)C2CCN(C(=O)c3ccccc3C)CC2)c(Br)c1 | i | i
CC(C)(c1ccccc1)c1ccc(OCCCN2CCNCC2)cc1 | i | i
COC(=O)c1ccc(COc2ccccc2/C=N/NC(N)=O)o1 | i | i
COc1cccc(C(C(=O)NCc2ccco2)N(Cc2ccco2)C(=O)Cn2nnc3ccccc32)c1 (configuration not stated) | i | i
COc1cc2cc(Oc3ccc4ccc(=O)oc4c3)c(=O)oc2cc1OC(=O)/C=C/c1ccccc1 | i | i
COc1ccc(-n2c(SCC(=O)N3CCOCC3)nc3ccccc3c2=O)cc1 | i | i
Cc1cccc(CSc2nn3c(=O)c(C)nnc3s2)c1 | i | i
CCn1c(=O)c(CCC(=O)NCC2CCCO2)c(C)c2c(C)nn(-c3ccc(C)cc3)c21 (configuration not stated) | i | i
O=C(Cc1ncc(C(F)(F)F)cc1Cl)NCc1cccnc1 | i | i
CCOC(=O)C1=C(COC(=O)CCNS(=O)(=O)c2ccc(NC(C)=O)cc2)NC(=O)NC1C (configuration not stated) | i | i
Cc1ccc(Cl)cc1N1CCN(C(=O)C(C)n2ncn3cccc3c2=O)CC1 (configuration not stated) | i | -5.8*
CCOCCCNC(=O)CN1CCN(Cc2ccccc2C)C1=O | i | i
CN(C)CCN(Cc1cccs1)c1ccccn1 | i | i
CCOC(=O)c1sc(-c2ccccn2)nc1C | i | i
Nc1cc(N)nc(SCC(=O)c2ccc3c(c2)NC(=O)CO3)n1 | i | i
O=C1c2ccccc2C(=O)N1CCCCSc1nc2ccccc2o1 | i | i
C=CCn1c(SCC(=O)c2ccc(O)c(O)c2)nnc1-c1cccnc1 | i | i
COC(=O)c1c(N2C(=O)[C@H]3[C@@H](C2=O)[C@]2(C(=O)Nc4ccccc42)N2CCC[C@@H]32)sc(C)c1C | i | i
COc1cccc(N2CCN(S(=O)(=O)c3ccc4c(c3)NC(=O)CS4)CC2)c1 | i | i
COc1cc(/C=N/NC(=O)c2[nH]nc3c2CCc2ccccc2-3)ccc1O | i | i
CC1(C)C(C(=O)OCC(Cl)(Cl)Cl)N2C(=O)C(NC(=O)Cc3ccccc3)C2S1=O (configuration not stated) | i | i
CCCOc1ccc(C(=O)C(CCC(CNCC)C(=O)c2ccc(OCCC)cc2)CNCC)cc1 (configuration not stated) | / | i
N#Cc1ncc(-c2ccc3c(c2)OCCOCCOCCOCCOCCO3)nc1C#N | i | i
Nc1nc(SCc2ccccc2Cl)ns1 | i | i
C/C(=N\NC(=O)c1ccc(NS(=O)(=O)c2cccs2)cc1)c1ccccn1 | i | i
COc1ccc(C(CNC(=O)/C=C/c2c(Cl)nc3ccccn23)N(C)C)cc1 (configuration not stated) | i | i
C/C(N)=C(/C#N)C(=O)COC(=O)CNS(=O)(=O)c1ccc(C)cc1 | i | i
O=C(CSc1nnc(CNc2ccc(F)cc2)n1CC1CCCO1)N1CCOCC1 (configuration not stated) | / | i
O=C(COC(=O)c1ccc(S(=O)(=O)NCc2ccco2)cc1)Nc1ncc(Cl)cc1Cl | i | i
CC(c1ccco1)N(C(=O)COc1ccc(Cl)cc1Cl)c1ccccn1 (configuration not stated) | i | -11*
NC1=NC2(CCCC2)N=C(Nc2ccccc2)N1 | i | i
O=C(N/N=C/c1cc(Br)ccc1OC(=O)c1ccc(Br)cc1)c1ccncc1 | i | i
O=C1CC(=O)N(CCNc2ncc(C(F)(F)F)cc2Cl)C(=O)N1 | i | i
NNC(=O)c1ccc(COCC(F)(F)F)cc1 | i | i
c1ccc2c(c1)OCC(c1csc3ncnc(N4CCCCC4)c13)O2 (configuration not stated) | i | i
Cc1ccc(-c2nn(-c3ccccc3Cl)cc2C(=O)NCC2CCCO2)cc1 (configuration not stated) | i | i
Cc1nonc1C(=O)N1CCCC(Nc2ccc(C(C)C)cc2)C1 (configuration not stated) | i | i
CC(C)N=C(NS(=O)(=O)NC(=O)c1ccccc1)c1ccccc1 | i | i
Nc1ccc(Br)cc1-c1nc2ccccc2[nH]c1=O | i | i
CCN1CCN(CC(O)COC(c2ccccc2)c2ccccc2C)CC1 (configuration not stated) | i | i
CC(=O)c1ccc(NC(=O)C[n+]2ccccc2)cc1 | i | i
COc1ccc(S(=O)(=O)N(C)c2ccccc2)c2cccnc12 | i | i
O=C(NCCCSc1ccccc1)c1ccc(=O)[nH]c1 | i | i
COc1cc(/C=N/NC(=O)c2cccc([N+](=O)[O-])c2)ccc1OC(=O)c1ccco1 | i | i
Cc1nc(N2CCC(C)CC2)c2c(C)c(C(=O)Nc3ccc(C)c(F)c3)sc2n1 | i | i
CCOC(=O)c1c(C)c(C(=O)N2CCCCCC2)c(C)n1CC | i | i
O=C(C(c1ccccc1)c1ccccc1)N1CCN(Cc2ccccn2)CC1 | i | i
COc1ccc(C2SCC(C(=O)O)N2C(C)=O)cc1 (configuration not stated) | i | i
(more compounds)
SMILES | CHT block | KCNQ2 inh
O=C(Nc1ccccc1)C(=O)Nc1ccc2c(c1)N(C(=O)C1CC1)CCC2 | i | i
O=C(COC(=O)c1cc2ccccc2cc1O)NC(=O)NCc1ccco1 | i | i
Nc1cc(S(=O)(=O)N2CCCCC2)ccc1Oc1ccccc1 | i | i
CCOC(=O)c1c(-c2ccc(C)cc2C)csc1NC(=O)CSc1nnnn1C | i | i
CCN(CC)S(=O)(=O)c1ccc(OC)c(NC(=O)c2ccc(=O)[nH]c2)c1 | i | i
Cc1nn(-c2ccccc2)c(N2CCCCC2)c1/C=N/NC(=O)c1ccncc1 | i | i
CCN(CCCNC(=O)CC1Oc2ccc(C)cc2NC1=O)Cc1ccccc1 (configuration not stated) | i | i
O=C(NNC(=S)Nc1ccc(F)cc1F)c1ccco1 | i | i
COc1cccc(-c2nn(-c3ccc(C)cc3)cc2C(=O)NCC2CCCO2)c1 (configuration not stated) | i | i
CCc1cc(OCCN2C(=O)NC(C)(C)C2=O)ccc1Cl | i | i
Cc1cnc([N+](=O)[O-])n1CCOC(=O)c1cccc(F)c1 | i | i
COc1cc2c(cc1OC)CN(C(=O)CSc1n[nH]c(N)n1)CC2 | i | i
O=C(NC1CCN(Cc2ccccc2)CC1)c1cccc(Br)c1 | i | i
O=C(Oc1ccccc1C(=O)N1CCOCC1)c1cccc(Br)c1 | i | i
COCCN(C(=O)CCC(=O)Nc1ccccn1)C(C(=O)NC(C)(C)C)c1ccc(OC)cc1 (configuration not stated) | i | i
